RBBP9 inhibitor – blocks human serine hydrolase RBBP9; 220,000 compounds, 0.2% hits; inhibition, % at 7.94 µM; recombinant RBBP9, FP-Rh probe fluorescence polarization; AID 1515; O75884;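 active = inhibition above the campaign mean of all tested compounds plus 3 SD, cut at about 14% in these data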;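 also: plate controls were DMSO wells with RBBP9 for no effect and wells lacking RBBP9 protein for full effect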
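Material: RBBP9 protein. Amount: RBBP9 at 2.5 µM in dispensed solution, before mixing. Schedule: 30 min then 45 min, 25 °C. Medium: Tris buffer pH 8.0, NaCl, Pluronic. Measured by: fluorescence polarization. Measure: percent inhibition from mP, scaled between DMSO and no-protein wells. Replication: one well per compound.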
Runt-CBFb FRET – Runt domain-CBFb interaction inhibition. Q01196+Q13951. Cerulean-Runt/Venus-CBFb FRET ratio 530/480, 1 h. inhibition, % at 20 µM. 220,000 compounds, 0.46% hits. AID 1496;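 active = inhibition over about 50% at 20 µM in the single-dose screen, limit read from the data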;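 also: 0% = DMSO wells and 100% = excess unlabeled CBFb competitor control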
Target sequence (Q01196 whole entry, looked up, the tested form may be a part): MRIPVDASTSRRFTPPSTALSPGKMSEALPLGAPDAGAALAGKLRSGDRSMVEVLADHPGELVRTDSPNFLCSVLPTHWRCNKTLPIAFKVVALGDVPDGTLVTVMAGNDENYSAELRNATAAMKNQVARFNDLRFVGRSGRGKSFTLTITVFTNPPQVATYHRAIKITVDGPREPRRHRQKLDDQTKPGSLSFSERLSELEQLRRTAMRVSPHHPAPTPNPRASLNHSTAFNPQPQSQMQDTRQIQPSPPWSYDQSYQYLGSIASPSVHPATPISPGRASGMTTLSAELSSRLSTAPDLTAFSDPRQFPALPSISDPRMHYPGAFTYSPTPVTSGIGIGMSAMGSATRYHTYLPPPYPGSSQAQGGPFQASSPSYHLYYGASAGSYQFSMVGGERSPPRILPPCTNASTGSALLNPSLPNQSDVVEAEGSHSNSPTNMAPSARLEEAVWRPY
Target sequence (Q13951 whole entry, looked up, the tested form may be a part): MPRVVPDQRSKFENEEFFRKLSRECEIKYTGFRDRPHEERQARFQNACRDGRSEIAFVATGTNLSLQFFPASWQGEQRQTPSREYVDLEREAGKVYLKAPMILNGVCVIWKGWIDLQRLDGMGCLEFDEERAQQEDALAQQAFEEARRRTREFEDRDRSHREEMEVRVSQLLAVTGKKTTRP
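test system = Cerulean-Runt domain fusion protein, energy donor | probe or stimulus = Venus-CBFb binding partner, 100 nM | incubation = two 1 h room-temperature incubations shielded from light | detection = fluorescence energy transfer, 422 nm excitation, 530/480 nm emission | measure = loss of energy transfer signal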
p97 ATPase inh – human p97 ATPase inhibition; recombinant p97 ATPase, Kinase-Glo ATP luminescence, 3 h; 220,000 compounds, 0.42% hits; inhibition, % at 8 µM; P55072; AID 1481; in the data active = inhibition above about 15%;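 also: 0% = DMSO vehicle and 100% = wells lacking enzyme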
EBV gp42 block – EBV gp42 inhibition. Q1HVG2. inhibition, % (tested at 21.74 µM). Fluorescence polarization binding assay, mP read-out. 220,000 compounds, 0.42% hits; in the data active = inhibition above about 50%
Tb hexokinase – T. brucei hexokinase 1 inhibition. inhibition, % at 10 µM. recombinant TbHK1, G6PDH-coupled NADH A340. 220,000 compounds, 0.11% hits;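 active = inhibition of 50% or more in the single-dose primary screen; inactive = inhibition below 50%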
Runt-SMMHC FRET – Runt domain-CBFb-SMMHC interaction inhibition; Q01196+Q13951; Cerulean-Runt/Venus-CBFb-SMMHC FRET ratio 530/480, 1 h; inhibition, % at 20 µM; 220,000 compounds, 0.74% hits; AID 1434;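 active = mean inhibition across duplicate retests at 20 µM reaching about 50%, limit read from the data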;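 also: 0% = DMSO wells and 100% = wells with excess untagged CBFb-SMMHC; inhibitors lower the FRET ratio by blocking Runt binding to CBFb-SMMHC; some results filed as inactive read as strong as hits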
Furin inh – blocks human furin protease activity; purified furin, fluorogenic substrate cleavage; 220,000 compounds, 0.061% hits; AID 463115; P09958; inhibition, % at 30 µM; in the data active = inhibition above about 25%; also: inactives centre near -15
Calpain2 inh – calpain II (pig) inhibition; inhibition, % at 16 µM; AID 1236; 220,000 compounds, 0.37% hits; purified calpain II, fluorogenic peptide substrate, 30 min;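 active = inhibition above about 50%, limit read from the data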
p47phox inh – p47phox (human) inhibition; inhibition, % at 24.7 µM; P14598; p47phox/p22phox peptide binding, fluorescence polarization, 2 h; 220,000 compounds, 0.53% hits;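 active = inhibition above about 30%, limit read from the data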;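 also: 0% = p47phox with labelled peptide and 100% = labelled peptide alone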
Target sequence (P14598 whole entry, looked up): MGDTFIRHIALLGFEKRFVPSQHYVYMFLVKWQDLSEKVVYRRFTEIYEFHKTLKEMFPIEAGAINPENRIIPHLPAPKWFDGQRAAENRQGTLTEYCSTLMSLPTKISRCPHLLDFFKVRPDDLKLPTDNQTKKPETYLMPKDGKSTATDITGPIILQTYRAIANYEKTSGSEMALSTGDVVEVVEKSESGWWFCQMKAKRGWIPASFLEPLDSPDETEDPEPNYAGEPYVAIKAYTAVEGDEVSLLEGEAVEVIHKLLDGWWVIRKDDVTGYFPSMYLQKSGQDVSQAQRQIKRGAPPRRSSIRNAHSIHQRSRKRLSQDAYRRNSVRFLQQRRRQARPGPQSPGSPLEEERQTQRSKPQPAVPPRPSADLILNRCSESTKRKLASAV
Active calls of the source: *; i = inactive; . = no result given; [ ] = remark or other dose.

RBBP9 inhibitor	Runt-CBFb FRET	Molecule	p97 ATPase inh	EBV gp42 block	Tb hexokinase	Runt-SMMHC FRET	Furin inh	Calpain2 inh	p47phox inh
-10	5	CN(C)c1ccc(/C=N/NC(=O)C(O)c2ccc(Br)cc2)cc1 (stereo not given)	3	-1	-18	11	-19	-346	-1
-8	1	Cc1c(Cl)ccc2c1NC(=O)C21NC(CCC(N)=O)[C@H]2C(=O)N(c3ccc(Cl)cc3)C(=O)[C@H]21 (stereo not given in full)	-2	-2	-14	-3	-14	-17	2
-2	0	CCC(=O)Nc1ccc(C(=O)N2CCN(C(=O)c3ccco3)CC2)cc1	4	-11	1	0	-7	51*	4
-1	-4	COc1ccc(Nc2ccc(N3C(=O)CC(C)C3=O)cc2[N+](=O)[O-])cn1 (stereo not given)	0	13	-9	-4	-11	3	-8
-4	2	O=C(CSc1nc2c(c(=O)n1-c1ccccc1)SCC2)N1CCN(c2ccccc2)CC1	-4	-1	-16	3	-11	27	-1
-2	-2	O=C(O)CCCC(=O)Nc1ccn(-c2ccccc2)n1	6	-6	-1	-4	-17	15	-1
-7	-8	Cc1ccc(S(=O)(=O)N2CCN(C(=O)CSc3ncc(C(F)(F)F)cc3Cl)CC2)cc1	-14	6	10	5	2[20 µM]	17	-15
5	0	COCCCNC(=O)c1ccc([N+](=O)[O-])c(Cl)c1	4	-9	29	-1	-16	-4	-8
-3	-1	O=C(c1ccc(Cl)cc1)C1CCN(C(=O)N2CCOCC2)CC1	1	-14	3	4	-31	-12	-19
-3	7	COc1ccc(OCCOCCN2CCOCC2)cc1	-2	-23	-5	-2	-6[20 µM]	16	-9
-2	-1	COc1cc(OC)cc(-c2cc(N)n(S(=O)(=O)c3cccc4nsnc34)n2)c1	10	-2	-8	0	-21	-46	-10
-11	1	CC(=O)N/C(=C\c1ccccc1)C(=O)OCC(=O)N(C)C1CCCCC1	-4	-3	-6	5	-17	24	3
-14	-3	c1ccc(Oc2ccc(-c3ccnc4nc(N5CCOCC5)nn34)cc2)cc1	-5	7	-21	-2	-16	i	-5
.	2	CCN(CC)CCCNC(=O)Cn1ncc2c(=O)oc3ccc(C)cc3c21	.	-5	-1	-1	-18	1	18
-17	3	Cc1ccc2nc(-c3ccc(NC(=S)NC(=O)CC(C)C)cc3)sc2c1	-4	-32	-11	0	3[20 µM]	-13	-24
-5	0	Clc1ccccc1C1CC(c2ccccc2)=Nc2ccccc2N1 (stereo not given)	15*	-14	1	-4	-5	17	-7
-4	-2	COC(=O)c1ccc(NC(=O)Cn2cnc3c(nnn3-c3cccc(OC)c3)c2=O)cc1	-2	-10	1	-1	-9	24	7
-11	.	Cc1cc(NC(=O)CSc2nc(C3CC3)nc3sc4c(c23)CCC(C)C4)no1 (stereo not given)	-8	.	4	.	-16[20 µM]	.	.
-8	-3	Clc1ccc(CO/N=C/c2c(-c3ccccc3)nc3n2CCS3)c(Cl)c1	-3	-9	-4	-2	-8[20 µM]	5	-1
-4	6	COCCNc1nc2nonc2nc1N1CCCC1c1nccs1 (stereo not given)	-3	27	-23	20	-8	11	-8
-6	0	CC(C)NC(=S)N1CCN(c2ncccn2)CC1	8	-20	-2	-1	-23	-8	-12
-5	0	COC(=O)CSc1nnc(CSc2nc(C)cc(C)n2)o1	0	-11	-7	3	-10	1	-11
-9	0	Cc1ccc(CSc2nccc(-c3c(C)nc4ccccn34)n2)cc1	-5	3	-52	0	-12	-223	-2
-2	1	CC(=O)CCn1cc([N+](=O)[O-])nc1C	2	-6	-19	-1	-6	21	-16
-10	0	COc1ccc(OCC(=O)NNC(=O)c2cccs2)cc1	2	-15	-4	2	-19[20 µM]	-5	-17
0	-2	CCC1(Cc2ccccc2)NC(=O)c2ccccc2O1 (stereo not given)	0	7	-3	2	-5	-5	0
-8	0	Cc1ccc(-c2cc(-c3c(C)nn(C)c(=O)c3N)[nH]n2)cc1	2	-7	3	10	-28	-16	3
-6	-2	CC1(C)CC(NC(=O)Cc2ccccc2[N+](=O)[O-])CC(C)(C)N1	-7	-6	0	-1	-18	15	2
-8	20	Cc1ccc(Cn2c(SCC(C)C)nc3c2c(=O)[nH]c(=O)n3C)cc1	3	-6	-4	13	-18	-1	0
-4	-1	O=C(CN1C(=O)NC2(CCCCCC2)C1=O)NCc1cccs1	6	-23	1	-3	-19	5	-2
-8	0	CCN(CC)C(=O)C(C)N(C#N)c1nc(C)cc(C)n1 (stereo not given)	2	-13	6	-2	-22	-5	5
11	-2	OC1(c2ccc3c(c2)OCO3)CCN(Cc2ccc(F)cc2)CC1	2	7	-1	-2	-27	-4	2
-6	.	Oc1ccc(C(=S)N2CCCCCC2)cc1	8	-7	0	0	-4[20 µM]	-23	-11
-5	-3	O=C(Nc1ccc(S(=O)(=O)N2CCCC2)cc1)C1CC(=O)N(c2ccccc2)C1 (stereo not given)	1	-8	6	4	-24	26	-9
-1	-2	Cc1ccc(C2(c3ccc(C)cc3)CC2C(=O)NCc2cccnc2)cc1 (stereo not given)	1	-8	-6	3	-1	21	1
3	-1	Cn1c(Cn2c(=O)sc3ccccc32)nnc1SCC(=O)N1CCCCCC1	-1	-13	-2	2	-23	14	-10
1	-1	COCCn1c(N2CCN(c3ccc(OC)cc3)CC2)nc2c1c(=O)[nH]c(=O)n2C	6	-15	2	-2	-15	-2	5
2	2	O=C(NCCCc1nc2ccccc2[nH]1)c1ccc(F)cc1	1	-1	-4	-1	-4	-8	-7
-11	0	CC12CCC(C(=O)n3c1nc1ccccc13)C2(C)C (stereo not given)	-1	3	6	3	-19	-34	-11
2	0	Cc1cc(=O)n2nc(N3CCCC(C(=O)N4CCN(C)CC4)C3)sc2n1 (stereo not given)	5	-20	-1	-2	-25[20 µM]	-10	-12
-3	-1	Cc1nnc(N(C(=O)c2cnccn2)c2ccccc2)s1	-2	-1	-2	-1	-9	-36	-11
1	-2	Cc1ccc(Nc2nc(N)c([N+](=O)[O-])c(NCc3ccccc3)n2)cc1	2	-6	-9	3	-28	-13	-11
-1	1	OC(Cn1cncn1)(c1ccccc1)c1ccccc1	3	5	-7	3	-22[20 µM]	27	10
5	4	NC(=S)Cc1ccccc1Cl	11	-21	-8	-4	-13	4	-17
-6	-3	COc1cccc(-n2c(SCC(=O)Nc3nccs3)nnc2-c2ccoc2C)c1	-5	-18	1	2	2[20 µM]	1	-8
-3	-2	Cc1cn([C@H]2C[C@H](N=[N+]=[N-])[C@@H](CO)O2)c(=O)[nH]c1=O	0	-13	-12	-1	-21	1	3
-9	-1	CCOC(=O)c1c(C)[nH]c(C(=O)OCC(=O)N(C)C2CCS(=O)(=O)C2)c1C (stereo not given)	8	0	-4	2	-5[20 µM]	16	4
-1	-2	Cc1ccc(/C=[N+](/C)[O-])cc1	5	-16	-2	-2	-20	-17	10
-6	-5	CCOC(=O)/C(C#N)=C/c1cn(CCOc2ccccc2)c2ccccc12	5	-21	4	-14	-19	15	-16
-4	-9	O=C(COC(=O)Cc1ccc(-c2ccccc2)cc1)NCc1ccc(F)cc1	-1	-14	6	-6	-22	-11	-9
-2	-2	CCS(=O)(=O)c1ccc(O)c(NC(=O)c2cc(OC)c(OC)c(OC)c2)c1	4	-8	-8	0	-19	18	0
0	-1	COC(=O)c1c(C)[nH]c(C(C)=O)c1C	4	-12	-2	-3	-15	16	15
-10	-1	Cc1nnc(NC(=O)CSc2nnc(Cc3ccccc3)n2-c2ccccc2)s1	1	-20	3	0	-17[20 µM]	-4	-1
2	0	O=C(N/N=C/c1c[nH]c2ccc(Br)cc12)c1ccc2c(c1)OCO2	16*	-1	-23	2	-8	-4	-22
-10	-2	CCOC(=O)CCc1c(C)n(CC)c2cc(-c3ccccc3OC)nn2c1=O	1	-11	0	3	-39	-250	-8
.	1	COc1ccc(C2/C=C\CN(C(=O)c3ccccc3)CC(=O)N2Cc2ccc(F)cc2)cc1 (stereo not given)	.	-19	-3	-1	-16	28	1
-7	1	Cc1c(C(=O)O)cccc1N1C(=O)Nc2ccccc2N1O	-3	2	2	0	-6	18	-2
2	0	OCCC1CN(Cc2cccc3nccnc23)CCN1C1CCCC1 (stereo not given)	5	-4	-9	-1	-24	0	11
-10	-4	Cc1cccc(NC(=O)Cn2c(=O)n(CCC(=O)NC3CCCC3)c(=O)c3ccccc32)c1	-5	-11	24	-3	-20[20 µM]	-12	-10
-2	-16	CCOc1cc(/C=C2\SC(=O)N=C2N)ccc1O	9	-44	-13	-30	5	2	-36

Sorted by the number under RBBP9 inhibitor (largest number first): three of the compounds above.
mol | RBBP9 inhibitor | Runt-CBFb FRET | p97 ATPase inh | EBV gp42 block | Tb hexokinase | Runt-SMMHC FRET | Furin inh | Calpain2 inh | p47phox inh
Cc1ccc(/C=[N+](/C)[O-])cc1 | -1 | -2 | 5 | -16 | -2 | -2 | -20 | -17 | 10
Cc1c(C(=O)O)cccc1N1C(=O)Nc2ccccc2N1O | -7 | 1 | -3 | 2 | 2 | 0 | -6 | 18 | -2
Cc1cccc(NC(=O)Cn2c(=O)n(CCC(=O)NC3CCCC3)c(=O)c3ccccc32)c1 | -10 | -4 | -5 | -11 | 24 | -3 | -20[20 µM] | -12 | -10

Individual results from the list.
Cc1ccc(/C=[N+](/C)[O-])cc1 in Runt-CBFb FRET reads -2
CCOC(=O)/C(C#N)=C/c1cn(CCOc2ccccc2)c2ccccc12 in Runt-SMMHC FRET reads -14
CCS(=O)(=O)c1ccc(O)c(NC(=O)c2cc(OC)c(OC)c(OC)c2)c1 in Runt-CBFb FRET reads -2
O=C(N/N=C/c1c[nH]c2ccc(Br)cc12)c1ccc2c(c1)OCO2 in RBBP9 inhibitor reads 2

More records follow.
RBBP9 inhibitor	Runt-CBFb FRET	Molecule	p97 ATPase inh	EBV gp42 block	Tb hexokinase	Runt-SMMHC FRET	Furin inh	Calpain2 inh	p47phox inh
-4	3	Cc1sc2ncnc(NCCCO)c2c1C	8	0	1	-2	-19	-38	-2
-13	3	N=C1C(c2nc3ccccc3s2)=C(O)CN1NC(=O)c1ccc([N+](=O)[O-])cc1	28*	10	-16	-2	4	-13	2
3	2	COc1ccccc1/C=C/C=N\N1CCN(Cc2ccccc2Cl)CC1	1	-8	-11	3	-2	11	-5
0	1	Cc1ccc2[nH]c(-c3cccc(N)c3)cc2c1	5	-9	40	1	-45	-280	-22
9	1	Cc1ccccc1OCC1CNC(=O)O1 (stereo not given)	4	-19	-2	1	-13	-9	0
5	11	Cc1ccc(-c2ccc(/C=N/NC(=O)CN3CCOCC3)o2)cc1[N+](=O)[O-]	9	-1	-35	-7	-5	-1	2
0	-1	CCCn1nnc(NC(=O)c2ccccc2Br)n1	3	-8	6	-2	-10[20 µM]	-17	-4
-3	1	COc1cc(OC)cc(C(=O)NCc2cccnc2)c1	4	-3	-2	3	15[20 µM]	-37	10
3	-4	CC(C)CC(=O)NC(=S)N1CCN(c2ccc([N+](=O)[O-])cc2Cl)CC1	3	-1	-7	0	-7	-11	-6
-3	2	CCOc1ccccc1CNS(=O)(=O)c1ccc2c(c1)oc(=O)n2C	-5	-5	-2	3	-34	-17	-9
-5	2	CCC(=O)N(Cc1cc2ccccc2[nH]c1=O)C(C)C	-1	-10	-15	-2	-31	-7	-5
0	.	CCN(CC)CCN(Cc1cc2ccc(C)cc2[nH]c1=O)C(=S)Nc1ccccc1C(=O)OC	1	-27	-7	.	-28	-13	-24
-14	-1	O=C(NC1CCN(C(=O)Nc2ccccc2)CC1)C1CCCCC1	3	-3	-1	-1	-28	25	6
-2	-3	Oc1ccccc1/C=N/Nc1cc(N2CCCC2)nc(N2CCCC2)n1	0	15	-11	-2	3	5	-9
